DUSP3 inh – VHR1 phosphatase inhibitors, primary screen, biochemical, absorbance, uHTS | Dual specificity protein phosphatase 3 (Homo sapiens), P51452 | recombinant VHR phosphatase, pNPP absorbance | inhibition, % at 13.3 µM | hit rate 0.52% among 290,000 | AID 1654, 2009; in the data active = inhibition above about 50%; note: some compounds called inactive have numbers as strong as hits
Target sequence (P51452 whole entry, looked up): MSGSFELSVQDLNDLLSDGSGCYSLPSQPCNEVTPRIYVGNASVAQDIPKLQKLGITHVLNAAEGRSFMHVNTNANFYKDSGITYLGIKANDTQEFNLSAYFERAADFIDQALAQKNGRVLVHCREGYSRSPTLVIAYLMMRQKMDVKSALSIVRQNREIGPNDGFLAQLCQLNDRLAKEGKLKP
An asterisk follows results filed as active. A portion of the library, so the mix of outcomes need not match the whole.

SMILES	DUSP3 inh
Cc1ccc(-c2nnc(CSc3nnc4c5c(C)c(C)sc5nc(C(C)C)n34)o2)cc1	21.3
CCCSc1nnc2n(Cc3ccccc3)c(=O)c3c4c(sc3n12)CCC4	8.6
Cc1ccc(C(c2nnnn2C(C)(C)C)N2CCc3ccccc3C2)cc1 (configuration not stated)	6.7
Clc1cccc(-c2nn3c(-c4cccc(Cl)c4)nnc3s2)c1	1.9
COc1ccc(-c2cccc(C3CC=CC4C3C(=O)N(Cc3ccccc3)C4c3cc(C)ccc3F)c2)cc1 (configuration not stated)	22.5
Cn1c2ccccc2c2nnc(SCN3C(=O)c4ccccc4C3=O)nc21	31.9
CC1(C)Cc2c(sc3ncn4nnnc4c23)CO1	51.7*
CCOc1cc(N2CCOCC2)c(OCC)cc1NC(=O)c1nc2nccc(C)n2n1	24.4
CCCN1CCC(N2CCN(c3ccccc3OC)CC2)CC1	24.4
Cc1c(/C(O)=C2\C(=O)C(=O)N(CCCN(C)C)C2c2ccncc2)cnn1-c1ccccc1 (configuration not stated)	11.7
Cc1cc(C)nc(SCCn2c(N3CCC(C)CC3)nc3c2c(=O)n(C)c(=O)n3C)n1	11.8
FC(F)(F)c1ccc(CN2C[C@@H]3C(c4ccccc4)C4(c5ccccc5)CC3(C4)[C@H]2c2ccccc2)cc1 (some centres not stated)	-4.1
Cc1nc(SCC(=O)c2c(C)[nH]c3ccccc23)c2c(=O)n(C)c(=O)n(CC(C)C)c2n1	15.3
Cc1ccc2nc3c(cc(C#N)c(=N)n3CC3CCCO3)c(=O)n2c1 (configuration not stated)	17.6
C[n+]1nc(Nc2ccccc2)sc1-c1ccc(C(=O)O)cc1	15.2
CC(C)C(C(=O)N1CCN(C(=O)OC(C)(C)C)CC1)n1cc(-c2cn([C@@H](C)C(=O)N3CCN(C(=O)OC(C)(C)C)CC3)nn2)nn1 (some centres not stated)	26.3
O=C1N=C(N2CCOCC2)S/C1=C1\C(=O)N(Cc2ccccc2)c2ccc(Br)cc21	15.4
Cn1c(SCC(=O)Nc2cc(=O)n(C)c(=O)n2C)nnc1C12CC3CC(CC(C3)C1)C2	10.4
Cc1cc(C)nc(/N=C/c2c(O)n(C)c(=O)n(C)c2=O)n1	5.0
CC(=O)N(Cc1cc2ccc(C)c(C)c2n2nnnc12)C1CCCC1	-2.5
CCCCCCN(C(=O)CCCCCN1C(=O)NC(c2ccc(C(C)(C)C)cc2)C(C(=O)OCc2ccccc2)=C1C)C(C(=O)NCCCC)c1ccc(OCC(=O)OC)c(C(=O)OC)c1 (configuration not stated)	18.7
CSc1nc2sc3c(c2c2nnnn12)CCC3	-4.0
CCN1CCN(C2CCN(C(C)=O)CC2)CC1	-5.0
O=C1c2oc3ccc(F)cc3c(=O)c2C(c2ccncc2)N1CCN1CCOCC1 (configuration not stated)	12.7
CCN(CC)c1ccc2cc(C(=O)Nc3ccc(-n4cnnn4)c(OC)c3)c(=O)oc2c1	22.2

Additional structures.
SMILES	DUSP3 inh
CC1CN(S(=O)(=O)c2cccc(-c3cn4cccnc4n3)c2)CC(C)O1 (configuration not stated)	-11.1
N#C/C(C(=O)N1CCOCC1)=c1\s/c(=C/c2ccncc2)c(=O)n1-c1ccccc1	5.0
Cc1nc2ccccc2c(=O)n1NC(=O)c1c(O)c2ccccc2n(C)c1=O	31.8
CCn1c(SCC(=O)c2c(N)n(C)c(=O)n(C)c2=O)nc2sc(C)c(C)c2c1=O	-7.3
O=c1c(O[C@@H]2O[C@H](CO)[C@@H](O)[C@H](O)[C@H]2O)c(-c2ccc(O)c(O)c2)oc2cc(O)cc(O)c12	2.9
CCn1c(C)nc2cc(C(=O)n3cc(C(=O)c4cc(F)ccc4O)cn3)ccc21	23.8
CC1CCN(S(=O)(=O)c2ccc(S(=O)(=O)N3CCN4CCCC4C3)cc2)CC1 (configuration not stated)	17.7
c1nc(N2CCNCC2)c2sc3nc(N4CCOCC4)c4c(c3c2n1)CCC4	25.8
COC(=O)c1ccc(S(=O)(=O)N(Cc2cc3cc4c(cc3[nH]c2=O)OCO4)C2CCCCC2)cc1	8.4
C#CCOCCOCCOCCNc1nc(N2CCN(C(=O)[C@H](CCC(=O)O)n3cc(C(N)CO)nn3)CC2)nc(N2CCN(C(=O)[C@H](CCCCN)n3cc(C(N)CC(C)C)nn3)CC2)n1 (some centres not stated)	37.7
Cn1c(=O)c2c(nc(CN3CCN(c4ccccc4)CC3)n2Cc2ccccc2F)n(C)c1=O	18.8
COc1ccccc1C1/C(=C(\O)c2ccc3c(c2)OCCO3)C(=O)C(=O)N1CCCN(C)C (configuration not stated)	21.9
Cc1nnc2n(Cc3ccccc3)c(=O)c3c4c(sc3n12)CCCC4	8.2
COc1ccc(C2CC(=O)C(C=NCCN3CCN(C(C)=O)CC3)=C(O)C2)cc1OC (configuration not stated)	29.0
C[C@@H]1CC=C[C@H]2[C@H]1C(=O)N(Cc1ccccc1)[C@H]2c1ccc(F)c(Br)c1	14.9
O=S(=O)(c1ccccc1)N1CCC(N2CCN(c3ccccc3)CC2)CC1	9.9
O=c1c2c3nc4ccccc4nc3n(/N=C/c3cccs3)c2ncn1-c1ccccc1	27.8
CN1CCN(c2nc3c(c(=O)[nH]c(=O)n3C)n2CCSc2ncccn2)CC1	13.8
CSc1nc(C)c2c(n1)OC(CN1C(=O)c3ccccc3C1=O)C2 (configuration not stated)	21.3
CCCc1nc(SCC(=O)N2CCc3ccccc32)c2c(=O)n(C)c(=O)n(C)c2n1	2.0
CCOC(=O)c1c(C)[nH]c(C(=O)NCc2ccccc2OC)c1C	-9.1
Cc1cc(OCC(=O)Nc2c(C)n(C)n(-c3ccccc3)c2=O)c2c3c(c(=O)oc2c1)CCC3	13.8
CCCOc1ccc(/C(O)=C2\C(=O)C(=O)N(CCCN(C)C)C23C(=O)N(C)c2ccccc23)cc1 (configuration not stated)	-15.6
Cc1nnc2n(Cc3ccccc3)c(=O)c3c4c(sc3n12)CN(Cc1ccccc1)CC4	21.4
Cn1c(=O)[nH]c(=O)c2c1nc(N1CCCCCC1)n2CC(=O)c1ccccc1	-13.4

The list goes on; it opens with the 2 that closed the last part.
SMILES	DUSP3 inh
Cc1nnc2n(Cc3ccccc3)c(=O)c3c4c(sc3n12)CN(Cc1ccccc1)CC4	21.4
Cn1c(=O)[nH]c(=O)c2c1nc(N1CCCCCC1)n2CC(=O)c1ccccc1	-13.4
Cc1nnc2n(-c3ccc(Cl)cc3)c(=O)c3c4c(sc3n12)CN(C)CC4	17.4
Cc1cc(C)c(S(=O)(=O)N2CCN(c3nc4c(c(=O)n(C)c(=O)n4C)n3C)CC2)c(C)c1	17.9
Cc1ccc(-n2c(C)c3c(C)nnc(C)c3c2C)cc1	20.0
C=CCn1c(=N)c(C(=O)OCC)cc2c(=O)n3cc(C)ccc3nc21	1.5
Cn1c(=O)c2c(ncn2CC(=O)Nc2cc(Cl)c(Cl)cc2Cl)n(C)c1=O	-12.3
c1ccc(CCNc2ccccc2)cc1	20.8
CCOc1ccc(OCC)c(NC(=O)CSc2nc3c(c(=O)n(C)c(=O)n3C)n2C)c1	11.8
C#CCOCCOCCOCCNc1nc(N2CCN(C(=O)[C@H](CCC(=O)O)n3cc(C(N)CO)nn3)CC2)nc(N2CCN(C(=O)[C@H](CCCCN)n3cc(C(N)[C@H](C)CC)nn3)CC2)n1 (some centres not stated)	30.1
CCCn1c(=O)c2ccccc2n2c(SCC(=O)c3cc(C)n(CC4CCCO4)c3C)nnc12 (configuration not stated)	11.8
Cc1nc(C)c(C(=O)C2=C(O)C(=O)N(CCCN(C)C)C2c2ccco2)s1 (configuration not stated)	21.1
Cc1cc(C)c2[nH]c(=O)c(C(c3nnnn3C3CCCC3)N3CCOCC3)cc2c1 (configuration not stated)	12.1
CN1C(=O)CN=C(c2ccccc2)c2cc(Cl)ccc21	2.9
Cc1cc(N2CCCC2)n2nc(C)c(-c3ccccc3)c2n1	12.9
C#CCOCCOCCOCCNc1nc(N2CCN(C(=O)C([C@@H](C)CC)n3cc(C(N)CO)nn3)CC2)nc(N2CCN(C(=O)[C@H](CCC(=O)O)n3cc(C(N)[C@H](C)CC)nn3)CC2)n1 (some centres not stated)	7.3
O=c1[nH]c2c(cc1CNCCN1CCOCC1)c(-c1cccc(F)c1)nn2-c1ccccc1	40.1
O=C(c1ccc2c(c1)OCO2)N1CCC2(CC1)Oc1ccc(Cl)cc1C(=O)C21CC(c2ccc(Cl)cc2)=NO1 (configuration not stated)	18.7
COCCCn1c2nc3ccccc3nc2c2c(=O)n(Cc3ccc(Cl)cc3)c(C)nc21	20.0
C[N+](C)(C)C(Cc1c[nH]c2ccccc12)C(=O)[O-] (configuration not stated)	29.7
c1cncc(-c2nc3cc(Cc4ccc5oc(-c6cccnc6)nc5c4)ccc3o2)c1	28.6
CCCCn1c(SCn2nnc3ccccc3c2=O)nc2cc(C(=O)OC)ccc2c1=O	13.9
CCOc1ccc(C2/C(=C(/O)c3ccc(Cl)cc3)C(=O)C(=O)N2CCCN(C)C)cc1OC (configuration not stated)	14.7
CC(C)CNC(=O)c1c(N)n(/N=C/c2cccnc2)c2nc3ccccc3nc12	45.1
CCn1c(SCC(=O)Nc2cc(C)on2)nc2sc(C)c(C)c2c1=O	8.2
CCC(=O)Nc1ccc(C(=O)Cn2nc(C(=O)O)c3ccccc3c2=O)cc1	7.9
CN(CCCC[C@H](CNCc1ccc(-c2ccccc2)cc1)N1C[C@H](c2ccccc2)N(CCc2ccc(Cl)c(Cl)c2)C(=O)C1=O)Cc1ccc(-c2ccccc2)cc1	11.1

Part of the list above, field by field:
Cc1cc(N2CCCC2)n2nc(C)c(-c3ccccc3)c2n1
  DUSP3 inh: 12.9
C#CCOCCOCCOCCNc1nc(N2CCN(C(=O)C([C@@H](C)CC)n3cc(C(N)CO)nn3)CC2)nc(N2CCN(C(=O)[C@H](CCC(=O)O)n3cc(C(N)[C@H](C)CC)nn3)CC2)n1 (some centres not stated)
  DUSP3 inh: 7.3

Part of the list above, as labelled records:
SMILES: FC(F)(F)c1ccc(CN2C[C@@H]3C(c4ccccc4)C4(c5ccccc5)CC3(C4)[C@H]2c2ccccc2)cc1 (some centres not stated)
- DUSP3 inh = -4.1
SMILES: Cc1nc(SCC(=O)c2c(C)[nH]c3ccccc23)c2c(=O)n(C)c(=O)n(CC(C)C)c2n1
- DUSP3 inh = 15.3
SMILES: Cc1ccc2nc3c(cc(C#N)c(=N)n3CC3CCCO3)c(=O)n2c1 (configuration not stated)
- DUSP3 inh = 17.6
SMILES: C[n+]1nc(Nc2ccccc2)sc1-c1ccc(C(=O)O)cc1
- DUSP3 inh = 15.2

Going on with the list.
SMILES	DUSP3 inh
Cc1nn(CC(=O)Nc2cccnc2N2CCOCC2)c(=O)c2ccccc12	24.4
COCCn1c(-c2cc(OC)c(OC)c(OC)c2)nc2nc3ccccc3nc21	-11.9
CCc1ccc2nc(NC3=NCN(CCN4CCOCC4)CN3)nc(C)c2c1	8.4
CC(C)OC(=O)C(C#N)c1nc2ccccc2nc1N1CCN(Cc2ccc3c(c2)OCO3)CC1 (configuration not stated)	-22.1
Cc1cnc(-c2nnc(N(C)C(=O)c3ccccn3)s2)cn1	33.4
Cc1c(N=CC=Nc2c(C)n(C)n(-c3ccccc3)c2=O)c(=O)n(-c2ccccc2)n1C	-9.8
Cn1c(-n2c(CCN3C(=O)c4ccccc4C3=O)nc3ccccc3c2=O)nc2ccccc21	11.3
Cc1ccc(N2CCCn3c2nc2c3c(=O)n(CCN3CCOCC3)c(=O)n2C)cc1	-0.4
O=C(CSc1ncnc2c1oc1ccccc12)N1CCc2ccccc2C1	7.8
O=C(O)[C@@H]1CSC2(CCSC2)N1 (some centres not stated)	1.5
CCn1cc(C(=O)Nc2ccc(C(=O)N3CCCC3)cc2)c(=O)c2ccc(C)nc21	18.2
CCCCn1c(SCc2cc(=O)n3ccsc3n2)nc2cc(C(=O)OC)ccc2c1=O	-8.9
Cc1cc(=O)oc2c1c(C)nn2-c1ccc(C(=O)OC(C)C)cc1	-15.7
COc1cc(OC)c2c(-c3ccccc3)cc(=O)oc2c1C(CC(=O)N1CCN(c2ccccc2)CC1)c1ccc2c(c1)OCO2 (configuration not stated)	11.1
c1ccc(Cn2ncc3c2ncn2c(-c4ccncc4)nnc32)cc1	0.8
O=C(CSc1ccc2nnc(-c3cccnc3)n2n1)N1CCc2ccccc21	4.8
CCOc1cccc(-c2nnc3sc(-c4ccc(C)cc4)nn23)c1	23.2
CCN(CC)CCCN1C(=O)C(O)=C(C(=O)c2sc(C)nc2C)C1c1ccc(C)o1 (configuration not stated)	-1.9
Cc1c(C(=O)Nc2ccccc2N2CCOCC2)sc2nc3n(c(=O)c12)CCC3	44.4
Cc1cc(C)c2c(n1)nn1c(N3CCN(c4ccccn4)CC3)cc(C)nc21	-8.3
CN(C)CCCN1C(=O)C(=O)/C(=C(/O)c2ccc3c(c2)OCCO3)C1c1ccco1 (configuration not stated)	0.3
CCOC(=O)C(C)Sc1nc(-c2ccc(OC)cc2)nc2c1c(=O)n(C)c(=O)n2C (configuration not stated)	-6.0
COc1cc(C2c3c(oc4ccc(Cl)cc4c3=O)C(=O)N2Cc2ccco2)cc(OC)c1OC (configuration not stated)	9.5
COC(=O)c1c(NC(=O)c2nc3ncccn3n2)sc(C(=O)N(C)C)c1C	26.7
Cc1oc(C(=O)O)cc1COc1ccc2c3c(c(=O)oc2c1C)CCCC3	29.0
COc1ccc2c(c1)nc1n2CN(CC2CCCO2)CN1Cc1ccccc1 (configuration not stated)	32.5
COc1cccc2cc(C(=O)C3=C(O)C(=O)N(CCCN(C)C)C3c3ccncc3)oc12 (configuration not stated)	25.3
CC1(C)CC(=O)C=C(N2CCN(C3=CC(=O)CC(C)(C)C3)CC2)C1	-1.9

Copied from the list.
`O=C(CSc1ccc2nnc(-c3cccnc3)n2n1)N1CCc2ccccc21` in DUSP3 inh is entered as 4.8
`COc1ccc2c(c1)nc1n2CN(CC2CCCO2)CN1Cc1ccccc1` (configuration not stated) in DUSP3 inh is entered as 32.5

Bioassay records (PubChem)
